SENP8 block-1: blocks human SENP8 cleavage of Nedd8 substrate | Q96LD8 | recombinant SENP8, Nedd8 substrate fluorescence | inhibition, % at 20 µM | hit rate 0.64% among 360,000 | AID 602440; in the data active means inhibition mostly above about 40%, no sharp cut-off; inactive means mostly below about 27%
MIN6 prolif: induces beta-cell replication in MIN6 cells; MIN6 cells proliferation, ATPlite luminescence, 48 h; cells starved in 0.2% serum; 100% = growth in 10% serum; proliferation, % at 10 µM; hit rate 0.29% among 330,000;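 active means compounds whose signal lies at least 3.5 SD above the mean of all wells on their plate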;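 further: 0% = DMSO-treated cells in low-serum medium and 100% = 10% serum control; some compounds called inactive have numbers as strong as hits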
SENP1 FRET inh: blocks the human SENP1 SUMO protease catalytic domain | Q9P0U3 | recombinant SENP1 catalytic domain, CyPet-SUMO1-YPet FRET cleavage | inhibition, % at 10 µM | hit rate 0.21% among 360,000;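 active means inhibition at least 30% at 10 µM, raw YFP signal under a set limit, fluorescence ratio 0.5 to 1.5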;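 further: 0% = enzyme with DMSO and 100% = no enzyme wells; some results filed as inactive read as strong as hits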
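Test system: recombinant human SENP1 catalytic domain, His6-tagged / Medium: pH 8 Tris buffer with EDTA, NaCl, BME, BSA, NP40, catalase / Also added: SUMO1 FRET substrate flanked by Cypet and Ypet, 25 nM / Times: 50 min reaction at room temperature / Signal: FRET, CFP and YFP emission / Control set: no-enzyme low control and enzyme-plus-DMSO high control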
SENP7 block: inhibitors of human SENP7 protease. Q9BQF6. recombinant SENP7, Z-RLRGG-aminoluciferin luminescence, 40 min. inhibition, % at 5 µM. hit rate 1.5% among 330,000. AID 434973;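 active means inhibition above about 50% at the single test dose, limit read from the data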;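 further: plate controls were DMSO with enzyme for no effect and no enzyme buffer wells for full effect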
Target sequence (Q9BQF6 706-1050 limits assumed): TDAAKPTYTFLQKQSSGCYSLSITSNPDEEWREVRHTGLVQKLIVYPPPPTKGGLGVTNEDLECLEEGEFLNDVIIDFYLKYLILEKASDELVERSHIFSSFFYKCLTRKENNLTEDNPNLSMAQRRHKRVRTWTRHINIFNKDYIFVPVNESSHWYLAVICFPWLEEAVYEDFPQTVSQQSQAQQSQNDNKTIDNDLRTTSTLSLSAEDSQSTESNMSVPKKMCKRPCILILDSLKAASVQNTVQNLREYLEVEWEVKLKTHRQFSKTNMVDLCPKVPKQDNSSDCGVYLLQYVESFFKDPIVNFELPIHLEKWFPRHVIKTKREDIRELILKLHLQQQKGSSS
SENP8 block-2: inhibitors of human SENP8 protease. hit rate 1.2% among 330,000. inhibition, % at 10 µM. Q96LD8. purified SENP8, Z-RLRGG-aminoluciferin cleavage, luminescence. AID 2540; in the data active means inhibition above about 50%
PfG6PD inh: PfG6PD (Plasmodium falciparum) enzyme inhibition. PfGluPho enzyme, NADPH resazurin-diaphorase fluorescence. inhibition, % at 20 µM. hit rate 0.78% among 350,000. AID 504690;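 active means inhibition reaching at least a set limit at 20 µM in the primary screen, cut at about 59% in these data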;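 further: 0% = DMSO wells with substrate and 100% = DMSO wells lacking glucose-6-phosphate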
HKDC1 inh: HKDC1 (human) hexokinase inhibition; Q2TB90; recombinant HKDC1, G6PDH/diaphorase resazurin coupled fluorescence; inhibition, % at 20 µM; hit rate 0.16% among 340,000; AID 493160;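 active means inhibition above about 35% when tested at 20 µM, limit read from the data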;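 further: plate controls were DMSO wells with enzyme for no effect and DMSO wells lacking enzyme for full effect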
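test system = in-house recombinant HK5 (HKDC1) enzyme | amount = HKDC1 at 5 µg/mL | control set = DMSO-enzyme wells negative, buffer-substituted wells positive | compound = one dose of 20 µM, 1% DMSO | schedule = reaction time 90 min, room temperature, protected from light | technique = resorufin fluorescence at 613 nm | reagent = glucose with 1 mM ATP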
UBC13 polyUb: inhibitors of human UBC13 polyubiquitin chain formation; TR-FRET; P61088; hit rate 0.47% among 330,000; inhibition, % at 20 µM; in the data active means inhibition above about 45%, passing the limit was not always enough
SENP6 inh: blocks the human protease SENP6; inhibition, % at 10 µM; hit rate 1.8% among 330,000; Q9GZR1; Recombinant SENP6 catalytic domain, aminoluciferin luminescence; AID 2599;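 active means inhibition above about 50% at the single tested dose, limit read from the data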;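 further: plate controls were DMSO wells with enzyme for no effect and DMSO wells lacking enzyme for full effect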
Target sequence (Q9GZR1 628-1112 limits assumed): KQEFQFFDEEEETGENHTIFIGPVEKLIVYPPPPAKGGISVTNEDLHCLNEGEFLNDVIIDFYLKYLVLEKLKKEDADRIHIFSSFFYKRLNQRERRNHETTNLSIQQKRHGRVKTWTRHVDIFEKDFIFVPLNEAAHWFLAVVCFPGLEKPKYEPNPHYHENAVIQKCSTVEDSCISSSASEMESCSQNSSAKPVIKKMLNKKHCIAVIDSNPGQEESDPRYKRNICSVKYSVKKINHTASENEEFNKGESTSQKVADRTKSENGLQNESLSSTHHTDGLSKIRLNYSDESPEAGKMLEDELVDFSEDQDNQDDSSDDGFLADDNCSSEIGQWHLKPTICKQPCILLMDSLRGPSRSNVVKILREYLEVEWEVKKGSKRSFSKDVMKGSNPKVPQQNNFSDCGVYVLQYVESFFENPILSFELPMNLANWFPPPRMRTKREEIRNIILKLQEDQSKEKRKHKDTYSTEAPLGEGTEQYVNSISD
Active calls of the source: *; . = no result given. Compounds as they come (roughly 4% active in at least one column).

#	Compound	SENP8 block-1	MIN6 prolif	SENP1 FRET inh	SENP7 block	SENP8 block-2	PfG6PD inh	HKDC1 inh	UBC13 polyUb	SENP6 inh
1	CC(C)CCNC(=O)Cn1c(=O)oc2cc(S(=O)(=O)N3CC(C)CC(C)C3)ccc21 (stereo not drawn)	15.0	-3.0	1.7	0.9	3.0	-10.2	-11.4	2.8	2.4
2	COc1ccccc1NC(=O)CN1CCN(CC(=O)Nc2ccc(F)cc2)CC1	9.9	-2.2	-2.0	-1.0	12.2	-3.3	0.2	8.5	3.7
3	Cc1noc(C)c1CCC(=O)Nc1c(C(C)C)cccc1C(C)C	4.5	3.3	1.4	-4.5	-8.2	-3.5	-7.2	-5.8	-17.1
4	COc1cccc(C(=O)N2CCN(Cc3ccc4c(c3)OCO4)CC2)c1OC	15.5	-1.6	1.0	-4.4	-15.7	-2.6	-1.8	-1.0	-15.8
5	COC(=O)CCC(=O)COc1ccc(OC)cc1C#N	15.0	-2.8	-2.0	-2.0	-2.3	1.1	-6.7	10.1	-20.2
6	N=c1c2c(n(Cc3ccc(F)cc3)c3c1CCC3)CCCC2	10.5	-3.6	-0.5	-0.2	-0.2	-1.3	-12.5	3.5	-19.4
7	C=CCN(C(=O)c1ccc(Cl)cc1)c1ccccc1C(=O)NCC(=O)O	13.4	-2.0	0.1	-3.3	-0.6	-7.6	-6.6	0.8	-4.3
8	CCCCN(C)S(=O)(=O)c1ccc(C(=O)Nc2nnc(-c3cccs3)o2)cc1	.	-4.2	.	-0.3	1.9	.	.	-38.2	1.2
9	Cc1nc([N+](=O)[O-])c(SCC(N)=O)n1Cc1ccccc1	10.1	1.2	2.1	0.7	-6.2	-2.0	-7.2	-9.3	-0.3
10	O=C(NCCCN1CCCC1=O)c1ccc2c(=O)n(Cc3ccco3)c(=S)[nH]c2c1	-4.2	-1.3	0.6	0.0	-2.3	0.2	3.3	6.5	-15.3
11	CC(C)(C)C1CCc2c(sc3nc(SCC(N)=O)nc(N)c23)C1 (stereo not drawn)	-13.6	-5.9	-1.5	-5.8	-11.6	21.6	12.3	7.2	-28.8
12	Cc1ccc(NC(=O)CNc2cccc(S(=O)(=O)N3CCCC3)c2)cc1F	-2.4	-1.5	1.7	-4.0	-3.1	17.6	-0.3	-6.7	-15.8
13	CCOc1ccc(-n2c(-c3ccco3)nc3c(cnn3-c3ccc(C)cc3)c2=O)cc1	-17.4	-0.9	-0.3	-0.2	-7.0	12.9	-1.3	-3.9	-17.9
14	Nc1ccc(CCS(N)(=O)=O)cc1	5.1	-1.9	-1.4	4.5	4.0	-7.5	-11.8	8.3	-6.6
15	Cc1nn2c(=O)cc(COC(=O)c3c(F)cccc3Cl)nc2s1	2.7	-1.0	2.8	-14.6	-11.9	-0.6	0.4	5.5	-9.4
16	CCCCn1c(N)c(N(CC)C(=O)c2ccccc2F)c(=O)[nH]c1=O	4.7	-2.7	1.3	5.8	-5.9	5.5	-2.9	4.6	-14.0
17	CC(OC(=O)CN1C(=O)C2CCCCC2C1=O)C(=O)Nc1ncc(Cl)cc1Cl (stereo not drawn)	-2.4	-2.0	1.0	-3.8	-7.0	12.4	-3.9	-6.5	-29.6
18	CCOc1ccc(NC(=O)CCC(=O)O)cc1	14.9	-3.4	1.2	-2.6	0.6	7.6	-4.4	3.5	-9.6
19	CCOC(=O)N1CCN(c2ncnc3scc(-c4ccc(Cl)cc4)c23)CC1	7.8	-4.8	-9.5	-1.2	-1.6	0.9	3.8	4.4	-37.6
20	O=C(N1CCOCC1)N1c2ccccc2Sc2ccccc21	5.7	-1.1	0.2	-9.9	9.6	-16.8	13.7	29.2	-1.4
21	CCCCNC(=O)NS(=O)(=O)c1ccc(C)cc1	-0.3	-1.9	-5.8	1.3	-0.4	-17.1	5.5	1.9	1.2
22	CCS(=O)(=O)N1CCN(c2ncnc3sc(C)c(C)c23)CC1	13.6	-1.7	-1.4	-1.8	-9.3	-22.7	13.6	-6.3	-15.6
23	COc1ccc(C)cc1NC(=O)COC(=O)c1ccc([N+](=O)[O-])o1	17.7	0.8	2.0	7.7	3.4	10.8	2.6	21.1	30.0
24	CCCCN(C(=O)c1ccc2c(c1)S(=O)(=O)N=C1CCCCCN12)c1c(N)n(CC(C)C)c(=O)[nH]c1=O	-10.0	.	-1.4	.	.	5.4	-8.0	.	.
25	CC(C)(C)c1nnc(NC(=O)Cc2ccc(Br)cc2)s1	5.0	-0.7	-1.2	6.1	5.2	-1.1	-6.6	-12.1	3.0

Already shown: seven of the compounds above.
#	Compound	SENP8 block-1	MIN6 prolif	SENP1 FRET inh	SENP7 block	SENP8 block-2	PfG6PD inh	HKDC1 inh	UBC13 polyUb	SENP6 inh
1	CC(C)CCNC(=O)Cn1c(=O)oc2cc(S(=O)(=O)N3CC(C)CC(C)C3)ccc21 (stereo not drawn)	15.0	-3.0	1.7	0.9	3.0	-10.2	-11.4	2.8	2.4
2	COc1ccccc1NC(=O)CN1CCN(CC(=O)Nc2ccc(F)cc2)CC1	9.9	-2.2	-2.0	-1.0	12.2	-3.3	0.2	8.5	3.7
3	Cc1noc(C)c1CCC(=O)Nc1c(C(C)C)cccc1C(C)C	4.5	3.3	1.4	-4.5	-8.2	-3.5	-7.2	-5.8	-17.1
4	COc1cccc(C(=O)N2CCN(Cc3ccc4c(c3)OCO4)CC2)c1OC	15.5	-1.6	1.0	-4.4	-15.7	-2.6	-1.8	-1.0	-15.8
5	COC(=O)CCC(=O)COc1ccc(OC)cc1C#N	15.0	-2.8	-2.0	-2.0	-2.3	1.1	-6.7	10.1	-20.2
6	N=c1c2c(n(Cc3ccc(F)cc3)c3c1CCC3)CCCC2	10.5	-3.6	-0.5	-0.2	-0.2	-1.3	-12.5	3.5	-19.4
7	C=CCN(C(=O)c1ccc(Cl)cc1)c1ccccc1C(=O)NCC(=O)O	13.4	-2.0	0.1	-3.3	-0.6	-7.6	-6.6	0.8	-4.3

(listing goes on)
#	Compound	SENP8 block-1	MIN6 prolif	SENP1 FRET inh	SENP7 block	SENP8 block-2	PfG6PD inh	HKDC1 inh	UBC13 polyUb	SENP6 inh
26	O=C(Nc1nccs1)c1ccc(-c2ccccc2Cl)o1	-75.6	-2.9	-1.0	70.0*	61.7*	30.4	-0.6	12.7	78.9*
27	O=C(NCC1CCOCC1)c1ccc(OC2CCN(Cc3ccccn3)CC2)cc1	4.5	-0.7	-0.6	-2.2	2.9	4.4	-11.3	1.1	-9.2
28	CC1CCCN(C(=O)CSc2ncccn2)C1 (stereo not drawn)	2.3	0.0	0.6	3.9	-1.9	-2.4	-4.6	-6.5	-7.1
29	CC(C)c1ccc(OCC(=O)Nc2ccc3oc(=O)ccc3c2)cc1	-62.1	5.9	-0.9	-1.6	-2.0	-0.8	5.5	6.9	-11.9

A different layout for 4 compounds above.
[27] O=C(NCC1CCOCC1)c1ccc(OC2CCN(Cc3ccccn3)CC2)cc1
  SENP8 block-1: 4.5; MIN6 prolif: -0.7; SENP1 FRET inh: -0.6; SENP7 block: -2.2; SENP8 block-2: 2.9; PfG6PD inh: 4.4; HKDC1 inh: -11.3; UBC13 polyUb: 1.1; SENP6 inh: -9.2

[26] O=C(Nc1nccs1)c1ccc(-c2ccccc2Cl)o1
  SENP8 block-1: -75.6; MIN6 prolif: -2.9; SENP1 FRET inh: -1.0; SENP7 block: 70.0*; SENP8 block-2: 61.7*; PfG6PD inh: 30.4; HKDC1 inh: -0.6; UBC13 polyUb: 12.7; SENP6 inh: 78.9*

[28] CC1CCCN(C(=O)CSc2ncccn2)C1 (stereo not drawn)
  SENP8 block-1: 2.3; MIN6 prolif: 0.0; SENP1 FRET inh: 0.6; SENP7 block: 3.9; SENP8 block-2: -1.9; PfG6PD inh: -2.4; HKDC1 inh: -4.6; UBC13 polyUb: -6.5; SENP6 inh: -7.1

[29] CC(C)c1ccc(OCC(=O)Nc2ccc3oc(=O)ccc3c2)cc1
  SENP8 block-1: -62.1; MIN6 prolif: 5.9; SENP1 FRET inh: -0.9; SENP7 block: -1.6; SENP8 block-2: -2.0; PfG6PD inh: -0.8; HKDC1 inh: 5.5; UBC13 polyUb: 6.9; SENP6 inh: -11.9
